# Source: PubChem BioAssay (National Center for Advancing Translational Sciences (NCATS))
# USP1 inh = inhibitors of human USP1/UAF1 deubiquitinase; O94782; recombinant USP1/UAF1, Ub-Rhodamine cleavage fluorescence; Potency, µM (highest dose often 57.1 µM), for the others: at the top dose activity change, negative = inhibition, most hits filed as inhibitors; 390,000 tested, 0.23% active; note: potency is the fitted concentration of half-maximal effect; % is set by controls: 0 for no effect and ±100 for the full control effect; nearly all actives have a fitted effect of over 60% in size; inactives centre near -12
#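 1 nM enzyme complex + cpd, 15 min RT; start with Ub-Rho 150nM final; kinetic fluorescence ex 480/em 540, 6 reads q60 s. Buffer 50mM HEPES pH 7.8, 0.5mM EDTA, 0.1 mg/ml BSA, 1mM TCEP, 0.01% Tween-20.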
# Vif-A3F inh = blocks the Vif interaction with APOBEC3F. HeLa A3F-eYFP + Vif (tagged APOBEC3F with the HIV-1 protein that degrades it), YFP fluorescence increase. Potency, µM (titrated, usually from 46.1 µM), for inactives: at the highest dose activity, negative = active. 390,000 tested, 0.2% active; note: potency is the fitted concentration of half-maximal effect; % of control where 0% means no effect; nearly all actives have a fitted effect of over 65% in size
#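 HeLa cells stably expressing A3F-eYFP plus Vif, plated and incubated overnight at 37 deg C, then exposed to compounds overnight at 37 deg C. Blocked degradation read as raised yellow fluorescence (Ex 488/Em 500-530).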
# GRP78 ERSR act = induces the endoplasmic reticulum stress response in human glioma cells | U87-MG GRP78 promoter luciferase reporter, 16 h | Potency, µM, for inactives: at the top dose activation, usual class: activators | 420,000 tested, 0.02% active; note: potency is the fitted concentration of half-maximal effect; series mostly up to about 76 µM; % of control where 0% means no effect; nearly all actives have a fitted effect of over 35% in size
#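 Stably transfected U87-MG human glioma cells carrying a GRP78-based luminescent sensor were seeded at 1000 cells/well, pin-dosed with compounds and incubated 16 h. Luciferase reagent was then added, and end-point luminescence was read after 10 min at room temperature.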
# PI4K2A inh = inhibitors of human PI4K2A. purified PI4K2A, ADP-Glo luminescence, 1 h; stronger effect = lower value. activity change, negative = inhibition, % at 76.9 µM. 420,000 tested, 0.13% active; in the data active = activity change below about -50%; inconclusive = mostly about -30% to -49%;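 note: -100% = wells without enzyme as full effect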
#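 PI4K2A activity was measured by ADP-Glo luminescence: enzyme (4 ug/mL stock) and phosphatidylinositol (1.2 mM stock) in Tris pH 7.5/MgCl2/EGTA/Triton X-100 buffer were reacted with ATP (300 microM stock) for one hour at ambient temperature.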
# RXFP1 agonist = activates the human relaxin receptor RXFP1 | 370,000 tested, 0.3% active | Q9HBX9 | AID 2676 | Potency, µM (doses to about 57.5 µM), for inactives: top-dose activation, actives largely listed as activators | HEK293T-RXFP1 cAMP TR-FRET, 30 min; response scale: percent of porcine relaxin response, buffer zero; note: potency is the fitted concentration of half-maximal effect; % is set by controls: 0 for no effect and ±100 for the full control effect; nearly all actives have a fitted effect of over 60% in size; many of its hits are not listed in these tables
#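 Agonist response is measured as cAMP accumulation in an RXFP1-transfected HEK293T line under PDE4 inhibition. Values are scaled between buffer-only and 29 nM porcine relaxin, and EC50s come from standard Hill equation fits.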
# LDHA inh = blocks human lactate dehydrogenase A; AID 1347041; activity change, % (values are at about 110 or 230 µM); 480,000 tested, 0.15% active; purified LDHA, NADH/diaphorase-resazurin fluorescence; stronger effect = lower value; in the data active = activity change below about -30%; inconclusive = mostly about -25% to -30%;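 note: plate controls were DMSO wells for no effect and wells without enzyme for full effect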
#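 Resorufin fluorescence (ex540/em590), read at 0 and 20 min after diaphorase/resazurin addition, reports the NADH left after a 5 min room-temperature reaction of 2 nM human LDH5 with 0.06 mM NADH and 0.2 mM pyruvate.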
# TrxR1 substrate = substrates of rat thioredoxin reductase 1; purified TrxR1 substrate turnover, NADPH consumption readout; Potency, µM (top dose mostly 114 µM), for the others: at the top dose activity change, negative = substrate turnover; 390,000 tested, 0.01% active; AID 588456; note: potency is the fitted concentration of half-maximal effect; % is set by controls: 0 for no effect and ±100 for the full control effect; nearly all actives have a fitted effect of over 50% in size
#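 Rat TrxR1, dispensed at 90 nM, was prereduced with 400 uM NADPH (final) for 5 min at ~22 deg C, then incubated with compound 15 min before 400 uM selenite. A first-read NADPH fluorescence drop versus no-compound background flagged substrates.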
# Vif-A3G inh = inhibitors of Vif-APOBEC3G interaction; HeLa A3G-eYFP + Vif (tagged APOBEC3G with the HIV-1 protein that degrades it), YFP fluorescence, overnight; Potency, µM (top dose mostly 46.1 µM), without a hit: at the top dose activity, negative = active, hits mostly inhibitors; 410,000 tested, 0.076% active; AID 602310;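 note: potency is the fitted concentration of half-maximal effect; % is set by controls: 0 for no effect and ±100 for the full control effect; nearly all actives have a fitted effect of over 60% in size; hits raise eYFP signal because A3G escapes Vif-driven loss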
# Target sequence (Q9HC16 whole entry, looked up): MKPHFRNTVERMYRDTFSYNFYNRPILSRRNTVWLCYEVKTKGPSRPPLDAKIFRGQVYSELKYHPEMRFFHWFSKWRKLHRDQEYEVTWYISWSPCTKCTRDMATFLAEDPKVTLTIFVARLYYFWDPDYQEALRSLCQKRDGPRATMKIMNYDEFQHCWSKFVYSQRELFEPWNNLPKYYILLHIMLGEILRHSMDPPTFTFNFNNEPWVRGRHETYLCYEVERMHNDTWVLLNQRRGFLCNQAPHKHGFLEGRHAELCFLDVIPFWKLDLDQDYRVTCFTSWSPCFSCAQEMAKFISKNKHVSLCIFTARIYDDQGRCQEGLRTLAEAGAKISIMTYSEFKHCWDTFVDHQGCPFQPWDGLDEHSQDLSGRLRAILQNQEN
#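 Read-out is eYFP fluorescence (Ex 488/Em 500-530) from Vif-expressing HeLa A3G-eYFP cells; more signal means A3G escaped Vif-mediated degradation. Cells plated overnight, compound pinned in, incubated overnight at 37 deg C.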
# IDH1 R132H inh = inhibitors of human mutant IDH1 R132H; IDH1-R132H enzyme, NADPH consumption, diaphorase/resazurin fluorescence; Potency, µM (titrated, usually from 76.6 µM), for the others: at the top dose activity change, negative = inhibition, most hits filed as inhibitors; 390,000 tested, 0.093% active; AID 602179; note: potency is the fitted concentration of half-maximal effect; % is set by controls: 0 for no effect and ±100 for the full control effect; nearly all actives have a fitted effect of over 65% in size
# Target sequence (O75874 whole entry R132H, stated change not applied): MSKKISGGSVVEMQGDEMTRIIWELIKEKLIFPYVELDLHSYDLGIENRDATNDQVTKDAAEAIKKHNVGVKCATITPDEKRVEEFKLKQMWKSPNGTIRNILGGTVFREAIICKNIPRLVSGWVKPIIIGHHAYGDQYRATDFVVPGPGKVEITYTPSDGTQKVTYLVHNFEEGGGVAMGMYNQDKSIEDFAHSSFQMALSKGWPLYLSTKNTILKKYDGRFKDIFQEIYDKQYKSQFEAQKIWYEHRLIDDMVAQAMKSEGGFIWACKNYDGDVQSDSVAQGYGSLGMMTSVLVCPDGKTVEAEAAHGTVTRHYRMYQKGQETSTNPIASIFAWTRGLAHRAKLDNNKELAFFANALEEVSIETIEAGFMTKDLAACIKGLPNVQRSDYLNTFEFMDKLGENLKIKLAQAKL
#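 IDH1-R132H (0.5 ug/mL) preincubated 30 min with compound, then NADPH (0.016 mM) and alpha-KG (2 mM) added; 80 min at RT, pH 7.5. Remaining NADPH coupled via diaphorase/resazurin to fluorescence (540/590 nm); concentration-response curves normalized to no-enzyme control.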
# * marks the source's active call; other numbers are inactive results; ? = inconclusive; . = no result given; & = joins results of further samples; [ ] = dose if it differs, or a comment. Unless noted, calls come from the whole dose curve; as a rule, active = well fitted curve in the direction sought with a large enough effect; inconclusive = small, poorly fitted or top-dose-only effect, or another doubt; inactive = no such curve, though single readings can be large; an effect the other way counts as inactive or inconclusive. Only part of the results is shown, so the mix of outcomes need not match the whole.
SMILES,USP1 inh,Vif-A3F inh,GRP78 ERSR act,PI4K2A inh,RXFP1 agonist,LDHA inh,TrxR1 substrate,Vif-A3G inh,IDH1 R132H inh
CC(C)(C)OC(=O)NCc1ccc(NC(=O)c2nc[nH]c2C(=O)N[C@@H](Cc2ccccc2)C(=O)OCc2ccccc2)cc1,?,7%,-13%,1,-16%,0,0%,-12%,9%
Cc1ccc(OCC(=O)Nc2ccc(-c3nc4ccc(C)cc4o3)cc2)cc1,-12%,-5%,0%,-1,16%,-4&-5,16%[0.457 µM],2%,-13%
Cc1cccnc1NC(=O)c1ccc2c(c1)OCCO2,-3%,-1%,3%,1,0.1%,-11,-3%,0%,7%
Cc1noc(C)c1C(=O)Nc1c(F)cc(F)cc1Br,-19%,-3%,0%,0,0.2%,2,1%,-5%,3%
Cc1cc(NC(=O)CN2C(=O)NC(CC(C)C)C2=O)no1 (stereo not drawn),-6%,3%,-3%,1,.,-8,2%,3%,0%
CCCC(CCC)c1nnc(NC(=O)c2ccco2)s1,-10%,-7%,1%,0,-0.8%,-2,-2%[57.1 µM],-4%,3%
CCOc1ccc(-c2nnc(N3CCOCC3)c3ccccc23)cc1,-6%,0%,1%,5,0.3%,-2&-11,-6%,-4%,-2%
COc1ccccc1N1CCN(C(=O)c2ccc3[nH]c4c(c3c2)CC(C)CC4)CC1 (stereo not drawn),-8%,-24%,-5%,-1,0.2%,-2,-5%[57.1 µM],-1%,-3%
O=C(COc1ncnc2ccccc12)c1ccc2c(c1)OCCO2,-7%,-8%,-3%,-13,7.1%,-3,-6%,3%,2%
CCN(CC)CCn1c(=S)[nH]c2ccc(Cl)cc2c1=O,5%,-6%,-4%,-4,-0.3%,-1,-10%[57.1 µM],0%,-10%
CNC(=O)C(=O)NCC(c1ccc2c(c1)OCO2)N1CCOCC1 (stereo not drawn),-24%,2%,-1%,1,0.8%,-1,6%[57.1 µM],4%,0%
FC(F)(F)c1nnc2ccc(N3CCCC3)nn12,-9%,-15%,-3%,-2,18%,-3,2%,3%,-1%
Cc1ccc(C(=O)N2CCc3cc(CNC(=O)COc4ccccc4)ccc32)cc1,3%,1%,-1%,-1,3.1%,2,-10%[57.1 µM],-5%,-7%
Cc1ccc(OCC(O)CN2C(=O)NC(C)(C)C2=O)c(C)c1 (stereo not drawn),-8%,-9%,1%,1,2.0%,-6,2%,2%,-6%
CCCc1n[nH]c2c1/C(=N/O)CC(c1ccccc1)C2 (stereo not drawn),-13%,-2%,-4%,0,0.6%,0,12%[57.1 µM],-24%,0%
COc1ccccc1N1CCN(C2CCCN(C(=O)CN3CCCC3=O)C2)CC1 (stereo not drawn),-8%,-3%,-3%,5,1.7%,0,-7%,0%,10%
CCOC(=O)C1CCCN(c2ncnc3c2nnn3C)C1 (stereo not drawn),-14%,3%,-2%,-2,15%,1,4%[57.1 µM],4%,14%
Cc1cccc(NC(=O)C2CCN(S(=O)(=O)c3ccc4ccccc4c3)CC2)n1,-15%,6%,-5%,3,0.2%,-11,-5%,5%,2%
CCOC(=O)C1=CN(Cc2cccc(Br)c2)S(=O)(=O)N(CC)C1C (stereo not drawn),-29%,-1%,-3%,-3,.,7,6%,-2%,15%
COc1cc(/C=C/c2nc(-c3ccccc3O)n[nH]2)cc(OC)c1OC,-14%,-15%,-2%,3,-1.6%,4,-7%,-10%,-3%
O=C(CCC1CCCN(C(=O)c2cc(F)ccc2F)C1)N1CCN(c2ccccn2)CC1 (stereo not drawn),?,-9%,-4%,-1,.,-9,.,0%,-3%
CCCNC(=O)CCc1cc(C(C)(C)C)c(O)c(C(C)(C)C)c1,-12%,0%,-3%,2,-0.1%,-6,-6%,-4%,0%
CC(C)(C)CC(=O)Nc1nnc(SCC(=O)NCc2cccs2)s1,-18%,5%,-2%,-1,-0.3%,0,-3%,0%,-1%
O=C(CN1/C(=C(/O)c2ccccc2)C(=O)c2ccccc2S1(=O)=O)c1ccccc1,-7%,-3%,?,-2,2.3%,1,8%[57.1 µM],-1%,-3%
O=C(Nc1ccc(F)cc1F)c1c(C(F)(F)F)ccnc1Oc1cccc(C(F)(F)F)c1,-3%,-5%,-3%,0,-0.2%,-9,3%[57.1 µM],-3%,-8%
Nc1nc(Cl)nc(N(c2ccccc2)c2ccccc2)n1,4%,-4%,-1%,-1,-0.1%,-8,-1%,-1%,-6%
O=C(COc1ccc(Br)cc1)N(CCO)CCO,-7%,-17%,-3%,2,-0.2%,2,-13%[57.1 µM],-4%,4%
COC(=O)Nc1ccc(S(=O)(=O)n2cnc3ccccc32)cc1,-1%,-4%,-4%,4,-1.2%,-7,-3%,2%,17%
C/C(N)=C(/C#N)C(=O)COc1ccc(Cl)cc1Cl,-20%,15%,2%,0,2.2%,-3,-1%[57.1 µM],-1%,2%
c1csc(-c2nnc(N3CCCCCC3)c3ccccc23)c1,-13%,3%,6%,0,0.0%,-10,-8%[57.1 µM],-5%,4%
COC(=O)c1ccc(COC(=O)c2ccccn2)cc1,-10%,3%,-1%,-22,1.9%,-3,6%[11.4 µM],2%,2%
CC(OC(=O)CNC(=O)c1ccc(Cl)cc1)C(=O)NC1CCCCC1C (stereo not drawn),-6%,1%,1%,2,0.7%,-6,-1%[57.1 µM],1%,-8%
CC(CC(=O)OCC(=O)NC1CCS(=O)(=O)C1)c1ccccc1 (stereo not drawn),-29%,1%,-3%,1,.,-7,6%,-1%,-2%
CCN(CC)c1cc2c(c3c1ccn3C)C1CCC2C1 (stereo not drawn),.,.,-3%,-7,.,13,.,2%,.
CCOc1ccc(C(=O)NCC(=O)N2CCCCCCC2)cc1,-14%,-21%,1%,0,1.1%,0,1%,2%,6%
COc1ccc(NC(=O)C2CCCN(c3cnccn3)C2)cc1 (stereo not drawn),-18%,7%,-3%,4,7.3%,1,3%,2%,16%
O=C(Nc1ccc(F)c(Cl)c1)c1cc(C2CCCCN2C(=O)c2ccccc2)on1 (stereo not drawn),.,.,-4%,2,.,-1,.,-1%,.
COc1ccc(C2CC(c3ccc(Cl)cc3)=NN2C(=O)c2cccc([N+](=O)[O-])c2)cc1 (stereo not drawn),-4%,-4%,1%,6,0.4%,-5,-13%,0%,3%
O=C(Nc1ccccc1)C1C2CCCCC21 (stereo not drawn),-13%,3%,2%,0,1.0%,-2,-3%[57.1 µM],-4%,9%
O=C(O)/C=C/C(=O)N1Cc2cc3ccccc3nc2C1,-25%,-1%,-2%,-9,4.4%,-7,0%[2.29 µM],-3%,-1%

# Looked up by compound from the list above (2):
SMILES,USP1 inh,Vif-A3F inh,GRP78 ERSR act,PI4K2A inh,RXFP1 agonist,LDHA inh,TrxR1 substrate,Vif-A3G inh,IDH1 R132H inh
Cc1noc(C)c1C(=O)Nc1c(F)cc(F)cc1Br,-19%,-3%,0%,0,0.2%,2,1%,-5%,3%
CCN(CC)CCn1c(=S)[nH]c2ccc(Cl)cc2c1=O,5%,-6%,-4%,-4,-0.3%,-1,-10%[57.1 µM],0%,-10%

# Next part.
SMILES,USP1 inh,Vif-A3F inh,GRP78 ERSR act,PI4K2A inh,RXFP1 agonist,LDHA inh,TrxR1 substrate,Vif-A3G inh,IDH1 R132H inh
CCOC(=O)N1CCN(C(=O)C2CC(=O)N(c3ccccc3)C2)CC1 (stereo not drawn),1%,2%,-3%,-5,-1.6%,-13,-1%,-1%,-1%
C=CCN1C(=O)C2C3C=CC(C2C1=O)C1C2C(=O)N(CC=C)C(=O)C2C31 (stereo not drawn),1%,-14%,-4%,-1,1.7%,-1,-18%[11.4 µM],-1%,6%
O=C(CSc1ccc(-c2ccccn2)nn1)Nc1ccc(F)cc1F,-13%&-2%,-3%&-13%,-3%&2%,-2&-1,25%&25%,2&4,-3%&7%,6%&-5%,18%&-8%
O=C(CN(Cc1ccc(F)cc1)C(=O)CCC(=O)Nc1ccccn1)NCc1ccc(F)cc1,-11%,0%,-4%,-3,2.8%,0,-7%,1%,1%
COc1cc(C(C(=O)NC(C)(C)C)N(Cc2ccc3c(c2)OCO3)C(=O)c2cnccn2)cc(OC)c1OC (stereo not drawn),4%,7%,-1%,-5,-1.1%,0,-4%,-1%,2%
COCCNC(=O)C(=O)NCCN1CCOCC1,-5%,6%,-4%,3,0.3%,-6,19%[57.1 µM],1%,-5%
CC(C)c1ccc(OCC(=O)NNC(=S)NC(=O)c2ccco2)c(Br)c1,-32%,-1%,2%,-9,-2.1%,-4,3%,-5%,-1%
CCOc1ccc(OCC)c(NC(=O)C2CCCN(S(=O)(=O)c3cc(Br)cc4c3N(C(=O)CC)CC4)C2)c1 (stereo not drawn),-24%,0%,1%,-3,-1.0%,10,0%,0%,-11%
COc1ccc(CCn2c(N)cc(=O)[nH]c2=S)cc1OC,-24%,-2%,-1%,-3,1.2%,1,2%[57.1 µM],-7%,4%
O=C(O)c1ccc(COc2ccc3ccccc3c2/C=C2/NC(=O)N(Cc3ccc(F)cc3)C2=O)cc1,-8%,5%,-2%,-4,2.8%,7,4%[57.1 µM],-14%,2%
C/C(=N\NC(=O)C(c1ccncc1)N1CCOCC1)c1ccc(Br)cc1 (stereo not drawn),-1%,-6%,0%,-2,4.5%,-2,-10%,0%,4%
COc1cccc(OC)c1-c1nnc(-c2cn(C)c3ccccc23)o1,-22%,.,-4%,3,7.4%,-6,51%[activator],-4%,5%
